Source: PubChem BioAssay (Sanford-Burnham Center for Chemical Genomics)
SENP8 block-1: SENP8 protease inhibitors, primary screen, biochemical, luminescence; inhibition, % at 10 µM; Sentrin-specific protease 8 (Homo sapiens), Q96LD8; actives 1.2% (n = 330,000); AID 2540, 2010; purified SENP8, Z-RLRGG-aminoluciferin cleavage; in the data active = inhibition above about 50%
Target sequence (Q96LD8 whole entry, looked up): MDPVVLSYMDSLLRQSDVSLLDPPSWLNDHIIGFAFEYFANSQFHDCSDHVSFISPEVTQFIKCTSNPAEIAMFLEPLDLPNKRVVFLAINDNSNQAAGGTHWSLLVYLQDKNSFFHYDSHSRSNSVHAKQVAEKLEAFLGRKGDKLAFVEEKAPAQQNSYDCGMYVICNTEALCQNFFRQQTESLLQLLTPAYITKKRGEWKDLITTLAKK
Apaf1 inhib: inhibitors of human Apaf-1 apoptosome, primary screen, biochemical, DEVD-Rh110 fluorescence, uHTS; inhibition, % at 20 µM; AID 489030, 2010; actives 0.71% (n = 330,000); reconstituted apoptosome caspase-3 activity; active = inhibition of at least 40% at 20 µM;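 note: plate controls were DMSO wells for no effect and DEVD-CHO caspase inhibitor wells for full effect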
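Assay system – apoptosome proteins · Medium – Hepes buffer, pH 7.5 · Also added – cytochrome c with DEVD-Rh110 · Timing – 30 min compound preincubation, 50 min activation, room temperature · Detection – Rh110 fluorescence, excitation 480 nm, emission 540 nm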
SENP8 block-2: human SENP8 protease inhibitors, primary screen, biochemical, fluorescence, Nedd8 protein substrate, uHTS | recombinant SENP8 | actives 0.64% (n = 360,000) | inhibition, % at 20 µM | AID 602440, 2012 | Sentrin-specific protease 8 (Homo sapiens), Q96LD8; in the data active = inhibition mostly above about 40%, no sharp cut-off; inactive = mostly below about 27%
HKDC1 inhibitor: HKDC1 hexokinase inhibitors, primary screen, biochemical, fluorescence, uHTS. Q2TB90. recombinant HKDC1, G6PDH/diaphorase resazurin coupled fluorescence. inhibition, % at 20 µM. actives 0.16% (n = 340,000). AID 493160, 2011;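 active = inhibition above about 35% when tested at 20 µM, limit read from the data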;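 note: plate controls were DMSO wells with enzyme for no effect and DMSO wells lacking enzyme for full effect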
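Test system: recombinant HKDC1 (HK5) hexokinase enzyme, produced in-house / Doses: 20 µM test compound, 1% DMSO / Timing: 90 min, room temperature / Detection: G6PDH/diaphorase-coupled fluorescence, 1 mM NADP, 100 µM resazurin, 525/613 nm / Control set: DMSO wells with and without enzyme mix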
SENP7 inh: SENP7 protease inhibitors, primary screen, biochemical, luminescence, uHTS; inhibition, % at 5 µM; Sentrin-specific protease 7 (Homo sapiens), Q9BQF6; recombinant SENP7, Z-RLRGG-aminoluciferin luminescence, 40 min; actives 1.5% (n = 330,000); AID 434973, 2010;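 active = inhibition above about 50% at the single test dose, limit read from the data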;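 note: plate controls were DMSO with enzyme for no effect and no enzyme buffer wells for full effect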
Target sequence (Q9BQF6 706-1050 limits assumed): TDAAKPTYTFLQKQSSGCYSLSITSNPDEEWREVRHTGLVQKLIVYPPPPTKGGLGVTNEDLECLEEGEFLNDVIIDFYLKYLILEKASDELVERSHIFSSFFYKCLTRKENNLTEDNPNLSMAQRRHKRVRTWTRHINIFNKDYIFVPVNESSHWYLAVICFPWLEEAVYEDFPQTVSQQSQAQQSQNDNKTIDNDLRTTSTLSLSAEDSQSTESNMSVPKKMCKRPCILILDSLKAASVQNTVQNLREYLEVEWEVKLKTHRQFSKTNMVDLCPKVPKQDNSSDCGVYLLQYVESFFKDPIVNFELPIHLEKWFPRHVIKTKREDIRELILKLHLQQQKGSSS
PfGluPho inh: PfG6PD enzyme inhibitors, primary screen, biochemical, fluorescence intensity, uHTS. glucose-6-phosphate dehydrogenase-6-phosphogluconolactonase (Plasmodium falciparum 3D7). PfGluPho enzyme, NADPH resazurin-diaphorase fluorescence. inhibition, % at 20 µM. actives 0.78% (n = 350,000). AID 504690, 2011;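 active = inhibition reaching at least a set limit at 20 µM in the primary screen, cut at about 59% in these data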;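 note: 0% = DMSO wells with substrate and 100% = DMSO wells lacking glucose-6-phosphate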
SENP6 inh: SENP6 protease inhibitors, primary screen, biochemical, luminescence, uHTS. Sentrin-specific protease 6 (Homo sapiens), Q9GZR1. Recombinant SENP6 catalytic domain, aminoluciferin luminescence. inhibition, % at 10 µM. actives 1.8% (n = 330,000). AID 2599, 2010;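 active = inhibition above about 50% at the single tested dose, limit read from the data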;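 note: plate controls were DMSO wells with enzyme for no effect and DMSO wells lacking enzyme for full effect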
Target sequence (Q9GZR1 628-1112 limits assumed): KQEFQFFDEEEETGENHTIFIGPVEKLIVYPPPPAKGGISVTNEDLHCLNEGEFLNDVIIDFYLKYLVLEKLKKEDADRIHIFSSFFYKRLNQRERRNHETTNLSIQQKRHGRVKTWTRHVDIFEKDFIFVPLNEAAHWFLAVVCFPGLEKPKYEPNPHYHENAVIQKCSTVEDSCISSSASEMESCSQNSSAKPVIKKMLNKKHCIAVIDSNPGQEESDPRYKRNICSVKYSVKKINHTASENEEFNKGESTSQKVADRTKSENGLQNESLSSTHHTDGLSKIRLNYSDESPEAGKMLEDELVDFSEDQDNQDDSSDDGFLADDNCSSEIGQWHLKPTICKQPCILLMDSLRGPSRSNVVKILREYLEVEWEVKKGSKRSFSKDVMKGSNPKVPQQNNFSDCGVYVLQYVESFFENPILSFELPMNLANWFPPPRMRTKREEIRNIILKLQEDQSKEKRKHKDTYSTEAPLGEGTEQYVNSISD
SENP1 FRET inh: human SENP1 catalytic domain inhibitors, primary screen, biochemical, FRET, uHTS. actives 0.21% (n = 360,000). recombinant SENP1 catalytic domain, CyPet-SUMO1-YPet FRET cleavage. Sentrin-specific protease 1 (Homo sapiens), Q9P0U3. AID 624204, 2012. inhibition, % at 10 µM;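 active = inhibition at least 30% at 10 µM, raw YFP signal under a set limit, fluorescence ratio 0.5 to 1.5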;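 note: 0% = enzyme with DMSO and 100% = no enzyme wells; some results filed as inactive read as strong as hits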
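Test system: recombinant human SENP1 catalytic domain, His6-tagged / Medium: pH 8 Tris buffer with EDTA, NaCl, BME, BSA, NP40, catalase / Also added: SUMO1 FRET substrate flanked by Cypet and Ypet, 25 nM / Times: 50 min reaction at room temperature / Signal: FRET, CFP and YFP emission / Control set: no-enzyme low control and enzyme-plus-DMSO high control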
An asterisk follows results filed as active; nt = no result given. Outcome played no part in choosing rows; any-hit rate near 3.6%.

nr	molecule	SENP8 block-1	Apaf1 inhib	SENP8 block-2	HKDC1 inhibitor	SENP7 inh	PfGluPho inh	SENP6 inh	SENP1 FRET inh
1	CCC1(C)Cc2ccccc2-c2nc(SC)[nH]c(=O)c21 (stereo unspecified)	-3	12	-120	10	-2	16	3	2
2	O=C(CCNC(=O)c1ccccc1)N/N=C/c1ccc([N+](=O)[O-])cc1	-7	-14	13	14	-5	9	-4	3
3	CCN(CC)CCCN1C(=O)C(O)=C(C(=O)c2cc3cccc(OC)c3o2)C1c1ccncc1 (stereo unspecified)	2	0	14	17	0	-2	-4	-3
4	CCc1nn(CC(=O)NCCCN2CCN(CC)CC2)c(=O)c2cc3occc3n12	2	-3	17	1	0	3	-6	-1
5	O=C(CC(c1ccccc1)(c1ccccc1)c1ccccc1)N[C@@H](Cc1ccc(O)cc1)C(=O)O	6	3	7	1	3	-19	3	-1
6	CC(C)(CNC(=O)CNC(=O)C1CCCCC1)N1CCOCC1	-8	13	12	-6	-6	7	0	2
7	Cc1ccc(C(=O)NCC(=O)NCC(=O)OCc2ccc(F)cc2)cc1	0	-9	-20	-7	-2	-23	-5	2
8	CCCCN(C(=O)C(C)Oc1ccc(Br)cc1)c1c(N)n(Cc2ccccc2)c(=O)[nH]c1=O (stereo unspecified)	2	23	4	13	-3	2	-2	-2
9	COc1c2c(c(OC)c3c1c(=O)c1ccccc1n3C)OCO2	nt	nt	-168	-13	nt	12	nt	-28
10	Cc1cccnc1NC(=O)c1ccc(Cl)c(S(=O)(=O)N2CCCCCC2)c1	6	10	-6	8	0	-1	-5	-1
11	COc1ccc(C(C(=O)NC(C)(C)C)N(Cc2ccc(F)cc2)C(=O)CCC(=O)Nc2cc(C)on2)cc1 (stereo unspecified)	1	11	11	-5	4	7	-12	2
12	Cc1cnc(C(=O)OCC(=O)Nc2cc(S(=O)(=O)N3CCOCC3)ccc2Cl)cn1	8	-2	-2	-5	-4	6	17	-3
13	CCc1nc2ccccc2c(C(=O)OCC(=O)NCc2ccco2)c1C	-4	-4	16	-5	4	0	3	-2
14	Cc1occc1C(=O)NNC(=O)c1ccc(Br)o1	-7	9	7	12	-3	-28	8	0
15	Clc1ccc(COc2cccc(CNCc3ccncc3)c2)cc1	-16	-1	11	-2	-1	20	7	2
16	NS(=O)(=O)c1ccc(CNC(=O)/C=C/c2ccccc2[N+](=O)[O-])cc1	8	-34	8	1	7	-4	4	1
17	c1ccc(Oc2ncnc3sccc23)cc1	-2	-2	15	-2	9	-8	0	-5
18	Cc1ccc(-c2cc(-c3ccccc3)c3c(N)c(S(C)(=O)=O)sc3n2)cc1	-2	16	-315	2	-5	9	-11	-20
19	CCOc1ncccc1C(=O)OCC(=O)c1ccc(F)cc1	14	-4	-4	-7	22	7	38	-2
20	COc1cc(NC(=S)N2CCCC(C)C2)c(OC)cc1Cl (stereo unspecified)	-1	-4	1	-8	-1	20	2	3
21	C#CCn1c(=O)cc(C)c2ccccc21	1	-7	11	-9	5	5	4	3
22	CCn1cc(S(=O)(=O)CC(=O)Nc2ccc(C)cc2)c2ccccc21	-13	8	15	2	-10	18	-26	3
23	Clc1ccccc1-c1nnc(-c2ccc3c(c2)OCO3)o1	89*	12	-399	-2	90*	-5	92*	4
24	Cc1cc(C)c(C(=O)COC(=O)c2c(C)noc2C)cc1C	-11	23	4	-2	6	8	-5	0

Among those listed so far, 5 contain a Cl atom.
nr	molecule	SENP8 block-1	Apaf1 inhib	SENP8 block-2	HKDC1 inhibitor	SENP7 inh	PfGluPho inh	SENP6 inh	SENP1 FRET inh
10	Cc1cccnc1NC(=O)c1ccc(Cl)c(S(=O)(=O)N2CCCCCC2)c1	6	10	-6	8	0	-1	-5	-1
12	Cc1cnc(C(=O)OCC(=O)Nc2cc(S(=O)(=O)N3CCOCC3)ccc2Cl)cn1	8	-2	-2	-5	-4	6	17	-3
15	Clc1ccc(COc2cccc(CNCc3ccncc3)c2)cc1	-16	-1	11	-2	-1	20	7	2
20	COc1cc(NC(=S)N2CCCC(C)C2)c(OC)cc1Cl (stereo unspecified)	-1	-4	1	-8	-1	20	2	3
23	Clc1ccccc1-c1nnc(-c2ccc3c(c2)OCO3)o1	89*	12	-399	-2	90*	-5	92*	4

(next part)
nr	molecule	SENP8 block-1	Apaf1 inhib	SENP8 block-2	HKDC1 inhibitor	SENP7 inh	PfGluPho inh	SENP6 inh	SENP1 FRET inh
25	Cc1ccc(OCC(=O)Nc2c(C)nn(-c3ccccc3)c2C)c(Br)c1	-2	23	4	-3	9	6	-22	1
26	COc1ccc(C(=O)N2CCCC(c3nc(-c4ccc(C)o4)no3)C2)cc1OC (stereo unspecified)	6	-1	-294	-6	9	1	-16	-1
27	Cn1cncc1C#Cc1ccc2cc(CCO)oc(=O)c2c1	-2	-5	-462	-1	10	7	2	-14
28	O=S1(=O)c2ccc(Br)cc2N2CCC[C@H]2CN1Cc1ccccc1	nt	27	12	5	-9	73*	nt	0
29	O=C1C=CC(=O)C(C2=C3C(=O)N(CCc4ccccc4)CC(=O)N3CCC2)=C1	-1	15	nt	63*	4	110*	-20	nt
30	Cc1ccc(NC(=O)c2ccc(F)cc2F)cc1NS(C)(=O)=O	-3	-15	19	-11	5	-1	5	2
31	CCOC(=O)N1CCN(C(=O)c2cc(OC)cc(OC)c2)CC1	-2	-10	-4	-6	-7	-9	-20	-1
32	CC1CCCN(S(=O)(=O)c2ccc3[nH]c4c(c3c2)CCCC4)C1 (stereo unspecified)	-5	10	-12	8	11	11	-13	-8
33	O=C(Cc1ccccc1)Nc1nc2ccccc2s1	-13	8	-2	6	-1	1	5	-5
34	CC(=O)C1=C(c2ccccc2)NC(=O)NC1c1cccs1 (stereo unspecified)	-8	8	19	-6	-10	10	-23	2
35	Cc1cccc(NC(=O)CSc2ccc(-c3ccco3)nn2)c1C	0	3	2	5	5	-3	5	0
36	CSc1nnc2c3c4c(sc3c(=O)n(-c3ccccc3)n12)CC(C)(C)OC4	-8	13	16	-1	-6	13	-13	1
37	CCN(CC)c1ccc(NS(=O)(=O)c2ccc(OC)cc2)cc1	-4	14	20	-5	-7	27	4	-12
38	CC(=O)OCC(=O)[C@@]1(OC(C)=O)[C@@H](C)C[C@H]2[C@@H]3C[C@H](F)C4=CC(=O)C=C[C@]4(C)[C@@]3(F)[C@@H](O)C[C@@]21C	-7	13	10	-3	-6	-2	-8	0
39	Nc1ncnc2c1ncn2[C@@H]1O[C@H](CNS(=O)(=O)CCCCl)[C@@H](O)[C@H]1O	5	-15	5	-9	-8	3	0	2
40	COc1cc(OC)cc(C(=O)N[C@H](C(=O)Nc2ccc(NC(C)=O)cc2)C(C)C)c1	6	-19	17	6	-3	0	15	5
41	CC(=O)C1C(c2ccc(Br)cc2)c2c(noc2C)CC1(C)O (stereo unspecified)	6	-26	8	3	8	-2	-21	2
42	CCCCNC(=O)C1CCN(Cc2ccccn2)CC1	-2	0	6	-2	-7	1	-8	-6
43	COc1ccccc1OCCNC(=O)C1CC(=O)N(c2ccc3c(c2)OCCO3)C1 (stereo unspecified)	5	3	3	-5	2	0	-6	1
44	N#C/C(=C\c1cc(Cl)cc(Cl)c1O)C(=O)NC1CCCCC1	-16	7	-86	7	7	-3	4	-27
45	O=C(NCc1ccc(F)cc1)c1cccc2c1C(=O)c1ccc(N3CCOCC3)cc1S2(=O)=O	-11	17	10	-7	-1	-19	-14	-27
46	COc1ccc(-c2csc(NC(=S)NC(=O)c3ccccc3)n2)cc1Br	-4	-12	15	-2	-10	-10	3	0
47	CC1=C(C(=O)Nc2ccccn2)C(c2ccccc2)n2ncnc2N1 (stereo unspecified)	-8	2	-6	0	-6	-10	7	0
48	O=C(c1nsnc1-c1ccccc1O)N1CCCCC1	7	-16	17	-4	2	-5	-13	1
49	O=C(O)c1cc(S(=O)(=O)Nc2ccc3cn[nH]c3c2)ccc1O	10	14	-7	13	7	-8	8	-6
50	CCCCOC(=O)Nc1nc2ccc(OC)cc2s1	-10	-14	9	-8	-15	-15	-53	2
51	CC(=O)c1ccc(N(CC(=O)NC2CCCC2)C(=O)CNC(=O)c2cccs2)cc1	-12	-1	8	-4	-1	33	20	-1
52	CC(CC(=O)Nc1ccc(S(=O)(=O)N2CCOCC2)cc1)c1ccccc1 (stereo unspecified)	3	-2	15	-1	7	-8	-5	3
53	CCOc1ccccc1NC(=O)CSc1nc(=O)n(Cc2ccccn2)c2c1CCC2	2	9	9	-3	-2	-6	-1	3
54	CC(=O)Nc1ccc2nc(-c3cccs3)[nH]c2c1	-1	-9	-441	-1	4	-13	29	-1
55	Cc1cccc(C(=O)N2CCN(c3ncnc4c3cnn4-c3ccccc3)CC2)c1	5	16	23	4	-2	17	-8	3
56	CCOc1ccc(CC(=O)N/N=C/c2cccnc2)cc1OCC	-3	4	6	-1	1	-5	-12	0
57	CCS(=O)(=O)N1CCC(C(=O)NCc2ccc(F)cc2Cl)CC1	-6	3	9	-11	-3	11	-10	1
58	COc1ccc(/C=C/c2nnc(NC(=O)CSc3ccc(Cl)cc3)s2)cc1	0	-2	-416	-9	-5	0	-7	-52
59	CN1C(=O)c2cccc3c(S(=O)(=O)NCCc4ccccc4)ccc1c23	0	6	-318	6	-4	-14	21	-22
60	CCOC(=O)c1ccc(NC(=S)N2CCC(C(N)=O)(N3CCCCC3)CC2)cc1	-15	-2	15	-1	-8	5	2	7
61	O=C(NCCS(=O)(=O)N1CCCC1)c1ccccc1	-4	-5	11	4	-13	5	-8	0
62	O=C(CSc1nnc(-c2ccc(O)cc2)n1Cc1ccco1)N1CCc2ccccc2C1	-83	6	0	2	-8	-11	-49	0
63	Clc1ccccc1-c1nc2ccccc2c2nc3ccccc3n12	-5	12	-66	14	-5	6	4	-1
64	O=C(CN(Cc1cccs1)C(=O)CNS(=O)(=O)c1ccc(F)cc1)NCC1CCCO1 (stereo unspecified)	0	3	10	8	3	-14	-30	3
65	CC12CC(c3ccccc3O1)N(C(=O)c1ccco1)C(=S)N2c1ccc(F)cc1 (stereo unspecified)	10	17	2	2	16	-8	19	1
66	Cc1cc(N2CCCC2)nc2c(C)cccc12	4	-6	-289	-8	8	-18	-4	-9
67	CC(=O)c1ccc(C(=O)N2CCCC(CCC(=O)N(C)CCc3ccccn3)C2)s1 (stereo unspecified)	-7	-2	21	-12	-10	0	-20	2
68	Cc1cc(/C([O-])=C(/C(=S)Nc2ccccc2)[n+]2ccccc2)c(C)n1-c1ccccc1	-1	7	8	1	8	9	12	-15
69	COc1ccc(N2CCc3c(C)nc(SC)nc32)cc1	0	14	-334	-4	6	6	-8	0
